From PubChem BioAssay
RBX1-CUL1 inh = inhibitors of human ROC1-CUL1 ubiquitin ligase activity; P62877+Q13616; in vitro K48 di-Ub FRET, acceptor:donor ratio, 45 min; inhibition, % at 10 µM; actives 0.6% (n = 140,000); AID 1347404; in the data active means inhibition above about 25%
Target sequence (P62877 whole entry, looked up): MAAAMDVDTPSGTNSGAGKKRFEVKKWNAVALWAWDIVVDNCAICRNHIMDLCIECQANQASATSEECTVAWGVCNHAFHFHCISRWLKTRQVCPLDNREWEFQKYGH
Target sequence (Q13616 whole entry, looked up): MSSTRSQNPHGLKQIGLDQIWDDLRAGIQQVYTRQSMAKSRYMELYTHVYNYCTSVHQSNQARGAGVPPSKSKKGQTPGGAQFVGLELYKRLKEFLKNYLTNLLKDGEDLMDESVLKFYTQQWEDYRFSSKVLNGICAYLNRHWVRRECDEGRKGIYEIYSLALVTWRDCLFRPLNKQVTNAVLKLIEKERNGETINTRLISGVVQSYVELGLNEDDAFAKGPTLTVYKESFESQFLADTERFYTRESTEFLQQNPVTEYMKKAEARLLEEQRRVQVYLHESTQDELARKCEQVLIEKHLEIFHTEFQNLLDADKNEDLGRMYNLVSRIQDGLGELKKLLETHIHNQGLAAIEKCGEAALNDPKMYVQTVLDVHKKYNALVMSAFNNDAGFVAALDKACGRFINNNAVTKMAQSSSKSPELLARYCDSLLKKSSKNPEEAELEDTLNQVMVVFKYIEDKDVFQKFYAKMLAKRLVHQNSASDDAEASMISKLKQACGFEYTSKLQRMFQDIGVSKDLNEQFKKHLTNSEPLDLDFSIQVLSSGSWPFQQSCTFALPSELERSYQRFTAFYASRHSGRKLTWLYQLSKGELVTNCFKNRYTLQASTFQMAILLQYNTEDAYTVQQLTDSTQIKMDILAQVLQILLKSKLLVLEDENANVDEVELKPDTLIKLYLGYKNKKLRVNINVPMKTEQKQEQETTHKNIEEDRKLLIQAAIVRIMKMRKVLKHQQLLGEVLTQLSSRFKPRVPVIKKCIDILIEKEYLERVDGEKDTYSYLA
* = called active by the depositor. Not all compounds are listed, so the mix of outcomes need not match the whole.

RBX1-CUL1 inh,structure
4,Cc1ccccc1Nc1c(-c2c[nH]c3ccccc23)nc2ccccn12
18,CCn1c(C)c(C(C)=O)c(N2CCN(c3ccc(OC)cc3)CC2)nc1=S
-6,Cc1c(C2C3=C(CCCC3=O)OC(=N)C2C#N)cnn1C (configuration not stated)
8,C=CCOc1ccc(C2C(C(=O)OCC)=C(C)N=c3s/c(=C/c4ccco4)c(=O)n32)cc1OCC (configuration not stated)
5,Cn1c(Oc2cccc(C(F)(F)F)c2)cc(=O)n(C)c1=O
2,c1ccc(CN=C2CCCc3ccccc3N2)cc1
1,COCCS(=O)(=O)c1ncc(CN(C)C)n1Cc1ccccc1
7,COc1cc(/C=C2/C(=O)NN(c3cccc(Br)c3)C2=O)cc(Br)c1OC(C)=O
-1,O=C1[C@H](C(OCc2ccccc2)=C(F)F)[C@@H](c2ccc(Cl)cc2)N1c1ccccc1
6,O=C1CCC(CCC(=O)N2CCCN(C(=O)c3ccco3)CC2)(Cc2ccc3ccccc3c2)N1 (configuration not stated)

The results go on:
RBX1-CUL1 inh,structure
6,CCCCC1CN(CCC(=O)NCCOc2cccnc2)Cc2ccccc2O1 (configuration not stated)
0,COc1ccc(-c2nc3ccc(C)cn3c2Nc2ccc3c(c2)OCO3)cc1
8,COc1cccc2c3c(c[n+](C)c12)sc1ccc(F)cc13
3,O=C1CCC(C(=O)N2CCOC(Cc3ccccc3Cl)C2)=NN1 (configuration not stated)
0,CC1=CCn2c(=O)c3ccccc3c(=O)n2C1
2,COc1cc(/C=C2\SC(=Nc3ccc(Cl)c(C(=O)O)c3)N(C)C2=O)ccc1OCC(=O)O
4,CCn1cc(C(=O)N2CCN(c3ccc(F)cc3)CC2)c(=O)c2cc(S(=O)(=O)N3CCOCC3)ccc21
-2,CCOc1ccccc1NC(=O)Cn1c(=O)n(CCCC(=O)NCc2ccc(C)cc2)c(=O)c2ccccc21
-7,O=c1c2cccn(-c3ccccc3)c-2nn1-c1ccccc1
0,CCN(c1ccc(OC)cc1)S(=O)(=O)c1c(C(=O)N2CCCCCC2)c(C)n(C)c1C

Pulled one by one from the list above (six):
RBX1-CUL1 inh,structure
-6,Cc1c(C2C3=C(CCCC3=O)OC(=N)C2C#N)cnn1C (configuration not stated)
0,CCN(c1ccc(OC)cc1)S(=O)(=O)c1c(C(=O)N2CCCCCC2)c(C)n(C)c1C
1,COCCS(=O)(=O)c1ncc(CN(C)C)n1Cc1ccccc1
5,Cn1c(Oc2cccc(C(F)(F)F)c2)cc(=O)n(C)c1=O
2,c1ccc(CN=C2CCCc3ccccc3N2)cc1
-7,O=c1c2cccn(-c3ccccc3)c-2nn1-c1ccccc1

(more compounds)
RBX1-CUL1 inh,structure
-7,CSC1=NC(=O)C(C(c2ccccc2Cl)C2C(=O)N=C(SC)NC2=O)C(=O)N1 (configuration not stated)
4,C=CCOc1ccc(C(=O)N2CCOCC2)cc1Br
2,CCOc1ccccc1NC(=O)COc1ccccc1
-5,O=[N+]([O-])c1cc(S(=O)(=O)NCc2ccco2)cc2c1-c1c(cc(S(=O)(=O)NCc3ccco3)cc1[N+](=O)[O-])C2=NO
4,CCC(C)NC(=O)CN1C(=O)COc2ccc(Cl)cc21 (configuration not stated)
-7,COc1ccccc1/C=N/NC(=O)CN(c1cc(C(F)(F)F)ccc1Cl)S(C)(=O)=O
7,Cn1nnnc1SCCNCc1ccc(OCc2ccc(Cl)cc2)cc1
-1,CCc1cccc(NC(=O)CN(c2ccc(C)c(C)c2)S(=O)(=O)c2ccsc2C(=O)OC)c1
12,COCc1nnc(NC(=O)c2ccc(SC)cc2OC)s1
-21,Cc1cn2c(=O)cc(COC(=O)COc3ccccc3C)nc2s1

Another view of three compounds above.
| compound | RBX1-CUL1 inh |
| --- | --- |
| C=CCOc1ccc(C2C(C(=O)OCC)=C(C)N=c3s/c(=C/c4ccco4)c(=O)n32)cc1OCC (configuration not stated) | 8 |
| C=CCOc1ccc(C(=O)N2CCOCC2)cc1Br | 4 |
| COCc1nnc(NC(=O)c2ccc(SC)cc2OC)s1 | 12 |

Following part.
RBX1-CUL1 inh,structure
11,O=C(CCCCc1nc2ccccc2s1)OCC(=O)c1ccc(F)cc1
-3,O=C(c1coc(COc2cccc(C(F)(F)F)c2)n1)N1CCCCCC1
7,CC(C)OC(=O)C(C)Oc1ccc2c(=O)c(Oc3ccccc3Br)coc2c1 (configuration not stated)
8,Cc1ccccc1CSc1nc2cccnc2n1Cc1ccc(C(=O)NC2CC2)cc1
0,COC(=O)c1c(NC(=O)CC2Nc3ccccc3NC2=O)sc2c1CCCC2 (configuration not stated)
9,Clc1ccc(-c2noc(CN3CCCC(OCc4cccnc4)C3)n2)cc1 (configuration not stated)
-4,Brc1ccc(-c2cn3c(ccc4ccccc43)n2)cc1
-2,CN1CCn2c1nc1ccccc1c2=O
-1,CCc1nnc(NC(=O)C2CCCC2)s1
5,COc1cc(C=C2C(=O)c3ccccc3C2=O)ccc1OC(=O)c1cc(OC)c(OC)c(OC)c1

Next entries
RBX1-CUL1 inh,structure
4,COC(=O)c1ccc(NC(=O)CSc2nnc(COc3ccccc3)n2N)cc1
-3,Cc1ccccc1CSc1cn(CC(=O)N2CCCC2)c2ccccc12
5,COCC(=O)Nc1ccc(S(=O)(=O)N2CCC(C)CC2)cc1
-10,CCCCCCCCNCc1ccccc1
-3,CCCC(=O)NNC(=O)CCC(=O)Nc1ccc(Cl)cc1Cl
3,COc1cccc(N2CCN(Cc3nc4ccccc4c(=O)[nH]3)CC2)c1
-7,COc1ccc(CN(C(=O)c2cc3ccccc3oc2=O)C2CCS(=O)(=O)C2)cc1OC (configuration not stated)
1,CCc1nnc2c(N3CCN(c4cccc(C)c4)C(C)C3)nc3ccccc3n12 (configuration not stated)
-11,Cc1cc2ccccc2n1CCNC(=O)c1cccc(Br)c1
4,Cc1cccc(NC(=O)CN2C(=O)N=C(Cc3cc(C)n(-c4ccncc4)c3C)C2=O)c1

Next compounds follow:
RBX1-CUL1 inh,structure
4,O=C1OC(c2ccc(Cl)cc2)=NC1C=Nc1ccc(Br)cc1 (configuration not stated)
8,Cc1cc(=O)[nH]c(SCC(=O)Nc2nc(-c3ccccc3)c(-c3ccccc3)s2)n1
-17,Cc1ccc(C(=O)NCc2ccccc2)cc1NC(=O)c1nsc2ccccc12
4,COc1ccc(C2=NC(C)(C)N(CC(=O)Nc3cccc(C)c3)C2=O)cc1
9,Cc1ccc2nc(-c3c(-c4ccccc4)c4cc(C)ccc4[nH]c3=O)cc(-c3ccccc3)c2c1
-2,N#Cc1ccccc1Nc1nc(Cl)cn(-c2ccccc2)c1=O
-5,COc1ccc(-c2cn3nc(N4CCCC(C(=O)Nc5cc(C)ccc5C)C4)sc3n2)cc1 (configuration not stated)
3,CC(C)c1ccc2oc(-c3ccc(NC(=O)c4cc5ccccc5o4)cc3)nc2c1
-3,O=C1N(CC2CCC2)CCCC1(O)CNC1Cc2ccccc2C1 (configuration not stated)
6,N#CC1C(=N)C(C#N)(C#N)C2=CCSCC2C1c1cc(Br)ccc1F (configuration not stated)

Further compounds:
RBX1-CUL1 inh,structure
0,O=C(CCc1ccco1)N1CCC(C2CCN(Cc3cccnc3)CC2)C1 (configuration not stated)
0,O=S(=O)(c1ccc(-c2csc(=Nc3ccc(OC(F)(F)Cl)cc3)n2CCCO)cc1)N1CCCC1
-4,CCN1C(=O)c2ccccc2S(=O)(=O)c2ccc(C(=O)NCc3ccccc3)cc21
0,O[C@H]1CN(Cc2cccn2-c2ccc(Cl)cn2)C[C@@H]1N1CCOCC1
-3,O=C(Nc1ccc(I)cc1C(=O)NCc1ccccc1)c1ccco1
4,CS(=O)(=O)N(CC(=O)Nc1ccc2c(c1)OCO2)c1ccc(Cl)c(Cl)c1
-1,CCc1ccc(C(=O)c2cnc3ccc(F)cc3c2S(=O)(=O)c2ccccc2)cc1
8,CCc1ccc(NC(=O)N(Cc2c[nH]c3ccccc23)C2CCCCC2)cc1
7,COc1ccc(-c2[nH]nc3c2C(c2ccc(OCc4cccc(C)c4)cc2)C(C#N)C(=N)O3)cc1 (configuration not stated)
-2,COc1cccc(C2C(C(=O)Nc3ccccc3OC)C(C)=Nc3nc(CCCO)nn32)c1 (configuration not stated)

Rewritten as labelled records: two of the compounds above
compound: O=S(=O)(c1ccc(-c2csc(=Nc3ccc(OC(F)(F)Cl)cc3)n2CCCO)cc1)N1CCCC1
  RBX1-CUL1 inh: 0
compound: CCN1C(=O)c2ccccc2S(=O)(=O)c2ccc(C(=O)NCc3ccccc3)cc21
  RBX1-CUL1 inh: -4

(list continues)
RBX1-CUL1 inh,structure
-2,Cc1ccc(S(=O)(=O)c2nc(C(c3ccccc3)c3ccccc3)oc2N2CCOCC2)cc1
8,O=C1CCCCN1CCCC(=O)N1CCCC(CCc2ccccc2)C1 (configuration not stated)
6,O=C(Nc1cccc(-c2nc3ccccc3o2)c1)c1cc([N+](=O)[O-])ccc1N1CCOCC1
-3,Cc1cc(Cl)ccc1OCC(O)CN1CCN(Cc2ccccc2)CC1 (configuration not stated)
12,COc1ccc(/C=C2\N=C(SCC(=O)Nc3ccc(C)cc3)N(c3ccccc3)C2=O)cc1OC
-11,Cc1nc2ccccn2c1CN(C)C(=O)CC1(c2cccc(C(F)(F)F)c2)CC(=O)N(C2CC2)C1=O (configuration not stated)
-8,Cc1cccn2c(=O)c3cc(C(=O)NCCC(C)C)n(C)c3nc12
-5,Cc1cccc(C)c1NC(=O)Cn1nnc(C(=O)Nc2c(C)cccc2C)c1N
5,Cc1ccn2c(F)c(C(=O)N3CCc4[nH]nc(C(C)(C)C)c4C3)nc2c1
1,O=C1/C(=C/c2ccccc2Cl)CCC/C1=C\c1ccccc1Cl

The list goes on.
RBX1-CUL1 inh,structure
5,CC#CCN1C(=O)NC(CCc2ccccc2)(C2CCN(Cc3ccc4c(c3)CCO4)CC2)C1=O (configuration not stated)
6,CC(C)CCN1CCN(C2CCOCC2)CC1CCO (configuration not stated)
-7,O=C(Cc1cccs1)Nc1ccc(Cl)c(Cl)c1
-10,COc1ccc(OC)c(CCNC(=O)Cn2ncc3c([nH]c4ccccc43)c2=O)c1
2,CCOc1ccc(N2C(=O)C3C4c5ccccc5C(C=Nc5cccc(C)c5)(c5ccccc54)C3C2=O)cc1 (configuration not stated)
2,Cc1cccc(N2CCN(C(=O)CN3C(=O)COc4ccc(S(=O)(=O)N5CCCCCC5)cc43)CC2)c1C
7,CN(Cc1cc(-c2ccccn2)no1)C(=O)Cn1ncc(N(C)C)cc1=O
4,CCCNC(=O)[C@H]1C[C@@](CC(C)C)(C(=O)OC)N(C)[C@H]1c1cccnc1
0,O=C(NC1CCCC1)c1ccc(C2CCCN2C(=O)Cc2cccnc2)s1 (configuration not stated)
6,O=C(CSc1nnnn1-c1ccccc1)Nc1ccc(S(=O)(=O)Nc2ncccn2)cc1

Shown as tab-separated lines: part of the list above.
molecule	RBX1-CUL1 inh
Cc1cccc(NC(=O)CN2C(=O)N=C(Cc3cc(C)n(-c4ccncc4)c3C)C2=O)c1	4
O=C1OC(c2ccc(Cl)cc2)=NC1C=Nc1ccc(Br)cc1 (configuration not stated)	4
Cc1cc(=O)[nH]c(SCC(=O)Nc2nc(-c3ccccc3)c(-c3ccccc3)s2)n1	8
Cc1ccc(C(=O)NCc2ccccc2)cc1NC(=O)c1nsc2ccccc12	-17
COc1ccc(C2=NC(C)(C)N(CC(=O)Nc3cccc(C)c3)C2=O)cc1	4
Cc1ccc2nc(-c3c(-c4ccccc4)c4cc(C)ccc4[nH]c3=O)cc(-c3ccccc3)c2c1	9

More structures:
RBX1-CUL1 inh,structure
-1,Cc1cc(CN2CCOC(Cc3ccc(F)cc3)C2)n[nH]1 (configuration not stated)
5,CC1=NN(c2ccccc2)C(=O)C1N=Nc1ccc2oc3ccccc3c2c1 (configuration not stated)
6,CN(CCO)[C@@H]1c2ccccc2C2(CCN(C(=O)c3ccon3)CC2)[C@H]1O
-8,CC(=O)Nc1cccc(NC(=O)CSc2nccn2Cc2ccc3c(c2)OCO3)c1
-2,O=C1S/C(=C\c2ccccc2OCc2ccccc2)C(=O)N1Cc1ccc(F)cc1
2,Cc1ccc(-n2nnc(C(=O)Nc3cccc(Cl)c3C)c2C)cc1C
13,c1ccc(-c2n[n+](-c3ccccc3)c(-c3ccccc3)s2)cc1
3,O=c1c2c(Cl)c3c(=O)n(-c4ccccn4)c(=O)c3c(Cl)c2c(=O)n1-c1ccccn1
-3,Cn1c(=O)c(=O)n(C)c2cc(S(=O)(=O)N3CCN(c4ccc(F)cc4)CC3)ccc21
5,Cc1cc(-c2c(Br)cc(C(=O)O)n2C)on1

Next section
RBX1-CUL1 inh,structure
-5,CCOC(=O)C1CCN(C(=O)COc2ccc(S(=O)(=O)NC(C)(C)C)cc2)CC1
0,Cc1cccc(NC(=O)C(C)N2CCc3ccccc3C2)c1 (configuration not stated)
-5,COC(=O)c1c(NC(=O)c2cccc(OC)c2)sc(C(=O)Nc2ccc(Cl)cc2)c1C
6,COc1cccc(-c2cc(C(F)(F)F)n3ncc(C(=O)N4CCCC4)c3n2)c1
-3,COc1ccccc1C1c2sc3ccccc3c2OC(=N)C1C#N (configuration not stated)
3,O=C(Nc1ccc(F)cc1F)c1ccc(CN2CCCCC2)cc1
6,CN(C)c1ccc(N=C(Nc2ccccc2)C(=Nc2ccc(N(C)C)cc2)Nc2ccccc2)cc1
-7,C/C(CCc1ccccc1)=N/NC(=O)Nc1ccccc1
7,Cc1cc(Oc2c(C(F)(F)F)oc3c(CN4CCC(C)CC4)c(O)ccc3c2=O)cc(C)c1Cl
7,COc1ccc(OC)c(NC(=S)NC(=O)c2ccc(C(C)(C)C)cc2)c1

The list continues.
RBX1-CUL1 inh,structure
10,CCOC(=O)c1sc2ccccc2c1S(=O)(=O)Nc1cc(OC)ccc1OC
-3,CC(=O)Oc1c(C(=O)c2nnc(C)o2)c(=O)n(Cc2ccccc2)c2ccccc12
5,COc1cccc(CSc2nc(N)cc(N)n2)c1
-18,Cc1nc2cc3[nH]c(=O)c(=O)[nH]c3cc2[nH]1
7,CCc1nnc(NC(=O)CSCC2=Nc3cc(C)ccc3C(=O)C2)s1
-1,CCn1c(CSc2nc3ccccc3[nH]2)n[nH]c1=S
11,N#Cc1ccccc1NC(=O)Cc1ccccc1
0,COCC1CCCN(C(=O)C2CCCN(c3nc(C)c4ccc(OC)cc4n3)C2)C1 (configuration not stated)
-10,COC(=O)c1cc(C)nc2c1c(=O)nc(SCc1cc(C)ccc1C)n2C1CC1
12,O=C(NCCCN1CCOCC1)c1ccc(-c2ccc(Cl)cc2)o1
13,COc1ccc(-c2cc(OC(=O)c3ccc(Cl)cc3)c3c(C)oc(C)c3c(=O)c2)cc1
